From PubChem BioAssay
Dynein cargo inh – blocks dynein driven cargo transport along microtubules; 3617.4 mouse cells, GR-EGFP nuclear translocation imaging; test concentration mostly 20 µM; stimulated with dexamethasone, 1 µM; stronger effect = lower value; z-score, hits read low; actives 0.47% (n = 220,000);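 active = plate z-score of nuclear minus cytoplasmic receptor signal below a set negative limit, without overly bright fluorescence or cell loss, cut at about -3.5 in these data, passing the limit was not always enough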;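 also: z-score of nuclear minus cytoplasmic ring GR-EGFP intensity difference per well; some compounds called inactive have numbers as strong as hits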
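Buffer or medium: tet-free, stripped-serum medium; Also added: dexamethasone, 1.0 µM final; Technique: high-content fluorescence imaging after fixation; Times: 48 h induction, 1 h compound, 30 min dex at 37 °C; Read-out: per-cell GR-EGFP intensity, nucleus versus surrounding cytoplasmic ring, well-averaged.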
Autophagy HCS – alters autophagy in cells; MEF GFP-LC3 puncta imaging; test concentration mostly 10 µM; calls only at 10 µM (by protocol); actives 0.98% (n = 190,000);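 active = percentage of spot-positive cells more than 3 SD above its plate mean, without a fluorescence outlier flag or 80% toxicity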;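 also: spot-positive cell cutoff set from DMSO-treated cells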
CSM14.1 death rescue – rescue of cells from ER stress-induced death, primary screen, 384-well, CSM14.1, thapsigargin, ATP luminescence (AID 1222) | cellular ATP content (survival), % at 20 µM, or EC50 in µM where a hit was titrated | CSM14.1 thapsigargin-induced death rescue, ATP luminescence; higher % means a stronger effect | 190,000 tested, under 10 active;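 active = EC50 below 50 µM in the dose-response confirmation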;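 also: death triggered by thapsigargin at about 15 µM added after 2 h compound pretreatment; cell ATP read after overnight thapsigargin exposure of roughly 18 to 22 hours; normalized against plate controls of thapsigargin alone and 5% DMSO vehicle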
MT stabilize HCS – microtubule stabilizers in HeLa cells; HeLa tubulin immunostaining HCS, 24 h; share of cells brighter than vehicle mean+2SD; % tubulin-high responders, % at 10 µM; actives 0.83% (n = 200,000); AID 2205;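 active = plate Z-score above 3 for both tubulin-high and condensed-nucleus cell shares, with cell loss under 80%, at 10 µM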;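 also: anti alpha tubulin signal scored within the nucleus-defined area of each cell; some results filed as inactive read as strong as hits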
UTI89 phage lysis – protection from phage-mediated lysis, alamar blue read-out – E. coli UTI89, K1F phage, bacterial capsule biogenesis inhibitors (AID 488966) | E. coli UTI89 K1F phage lysis, alamar blue, 2 h; higher % means a stronger effect | one-dose inhibition, % at 100 µM; IC50 in µM for titrated hits | actives 0.02% (n = 340,000);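 active = phage lysis inhibition, versus mean bacterial control, above a set limit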;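 also: capsule biogenesis inhibitors block K1F phage lysis so surviving cells raise fluorescence; higher fluorescence means more inhibition of phage lysis; actives were called in the ten point dose series up to 300 µM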
P. falciparum M1AAP – P. falciparum M1AAP inhibitors, biochemical, fluorogenic H-Leu-NHMec substrate, 1536-well (AID 1445) | actives 0.42% (n = 220,000) | inhibition, % at 30 µM, or IC50 in µM where a hit was titrated | recombinant M1AAP, H-Leu-NHMec fluorogenic kinetic assay; higher % means a stronger effect;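 active = primary inhibition above the hit cutoff, then over 50% inhibition at one or more dose response concentrations, cut at about 23% in these data, passing the limit was not always enough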;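 also: plate controls were DMSO full reaction for no effect and no enzyme background for full effect; strong numbers were not always called active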
Ins promoter up – MIN6 insulin promoter up-regulation | AID 1625 | actives 0.3% (n = 190,000) | z-score at 5 µM | MIN6 insulin promoter-GFP reporter, high-content imaging; stronger effect = higher value;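 active = z-score above 3 at 5 µM with at least 500 cells counted in the well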
P. falciparum M17LAP – P. falciparum M17LAP inhibitors, primary screen, biochemical, fluorogenic H-Leu-NHMec substrate, 1536-well (AID 1619). recombinant M17LAP, H-Leu-NHMec fluorogenic kinetic assay; higher % means a stronger effect. one-dose inhibition, % at 30 µM; IC50 in µM for titrated hits. actives 0.38% (n = 220,000);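 active = compound inhibiting the enzyme by more than half at any dose during confirmatory dose-response retesting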;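 also: plate controls were full reaction with DMSO carrier for no effect and no enzyme background for full effect; strong numbers were not always called active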
b-catenin transl – beta-catenin nuclear translocation modulation | nuclear translocation activity, % at 5 µM | AID 1665 | actives 0.3% (n = 190,000) | HeLa beta-catenin nuclear translocation, immunofluorescence imaging;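 active = nuclear translocation activity above 50% at 5 µM, with a well cell count of 50 or more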;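 also: per-cell ratio of nuclear to cytoplasmic median beta-catenin stain intensity; plate controls were DMSO negative control for no effect and GSK-3 inhibitor IX positive control for full effect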
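Test system: human HeLa cells, native beta-catenin. Compound dosing: 5 µM primary single dose, 0.1% DMSO, 0.02–20 µM confirmation series. Incubation: compound exposure 24 h at 37°C. Detection: beta-catenin immunostaining with DAPI counterstain, 20x imaging, 6 fields/well. Read-out basis: Nuclear/cytoplasmic beta-catenin signal ratio, % activation.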
Dynein cargo inh cytoplasmic EGFP – further read-out of Dynein cargo inh, marked with its call; z-score; measured here: cytoplasmic GR-EGFP intensity; stronger effect = higher value
Dynein cargo inh nuclear GR-EGFP – second read-out of Dynein cargo inh, no call of its own (marks repeat the call); z-score; measured here: nuclear GR-EGFP intensity;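 lower value marks the stronger effect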
Dynein cargo inh cell count – also measured in Dynein cargo inh; calls as there; z-score; measured here: cell count per field
Ins promoter up cell count – second read-out of Ins promoter up, no call of its own (marks repeat the call); cell count; measured here: cytotoxicity, nuclei count;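 total cells summed across four imaged fields per well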
b-catenin transl cell count 5 µM – second read-out of b-catenin transl, no call of its own (marks repeat the call); cell count; measured here: cell count, cytotoxicity flag
MT stabilize HCS Hoechst-high % – recorded beside MT stabilize HCS, whose call it bears; % Hoechst-high responders; measured here: nuclear condensation Hoechst responders;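 share of cells brighter than vehicle mean plus two SD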
MT stabilize HCS cytotoxicity % – also measured in MT stabilize HCS; calls as there; toxicity, %; measured here: cytotoxicity by cell density;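 0% = mean cell density of plate MIN control wells and 100% = no cells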
Autophagy HCS cell loss 18 h – second read-out of Autophagy HCS, no call of its own (marks repeat the call); toxicity, %; measured here: cell loss, nuclei count;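 cell loss after 18 h compound exposure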
An asterisk follows results filed as active; i = inactive; · = no result given; [ ] = another dose, or the depositor's remark.

SMILES	Dynein cargo inh	Dynein cargo inh cytoplasmic EGFP	Dynein cargo inh nuclear GR-EGFP	Dynein cargo inh cell count	Autophagy HCS	Autophagy HCS cell loss 18 h	CSM14.1 death rescue	MT stabilize HCS	MT stabilize HCS Hoechst-high %	MT stabilize HCS cytotoxicity %	UTI89 phage lysis	P. falciparum M1AAP	Ins promoter up	Ins promoter up cell count	P. falciparum M17LAP	b-catenin transl	b-catenin transl cell count 5 µM
CCCC12CN3CC(C)(CN(C1)C3c1cccs1)C2=O (stereo unspecified)	0.64	-0.068	0.1	0.048	·	·	·	·	·	·	·	-2%	-0.36	1338	1%	-0.3	1168
C/C(=N\NC(=O)C(=O)Nc1cccc(C(F)(F)F)c1)c1ccc(Cl)s1	0.57	0.097	0.69	-0.2	i	-19	3.1%	2.0	1.5	4.3	0.0%	3%	-0.42	1172	11%	-4.5	986
CCOC(=O)c1sc(NC(=O)c2c(C)nn(Cc3ccccc3)c2C)cc1C	0.65	-0.22	0.7	0.15	i	3	-2.1%	2.9	1.9	18	5.5%	8%	·	·	6%	-0.7	1065
CCC(=O)N(Cc1ccc2c(c1)OCO2)Cc1cc2cc(OC)ccc2[nH]c1=O	0.2	-0.21	0.27	-0.0098	i	40	-0.8%	1.6	1.9	11	0.3%	0%	0.22	1007	8%	-3.4	1187
O=C(CC(Sc1ccccc1)c1cccs1)c1ccco1 (stereo unspecified)	-0.79	-0.0081	-0.19	-0.13	i	14	-2.1%	1.4	2.4	6.8	1.6%	13%	0.44	1102	2%	-2.9	1065
COc1ccc(C2=NOC(C(=O)Nc3cccnc3)C2)cc1OC (stereo unspecified)	0.91	-0.18	1.2	-1.4	·	·	·	·	·	·	0.7%	2%	0.6	932	1%	0.0	1339
O=C(c1ccc2c3n(nc2c1)-c1ccccc1CO3)N1CCOCC1	-0.51	-0.75	-0.083	0.16	·	·	·	·	·	·	-0.3%	3%	-0.78	994	5%	-1.6	1202
CCC(=O)NC(=S)Nc1ccc(Cl)cn1	0.94	-0.18	0.78	-0.21	i	-34	-0.7%	2.2	2.4	5.3	0.1%	3%	-0.46	1653	1%	-1.6	1336
C=CCn1c(NC(=O)c2ccc(Br)o2)c(C(=O)OCC)sc1=S	0.9	-0.15	0.58	-0.83	i	-9	4.2%	2.9	2.4	0.4	-1.2%	5%	0.97	969	28%	-0.1	1115
O=S(=O)(c1ccc(S(=O)(=O)N2CCN3CCCC3C2)cc1)N1CCCC1 (stereo unspecified)	-0.056	1.4	0.87	-0.66	i	5	-1.6%	3.3	0.5	26	0.4%	5%	0.37	1760	2%	-1.1	1030
O=C(COC(=O)CCSc1ccc(Cl)cc1)NCc1ccccc1	0.3	0.31	-0.11	-0.24	i	16	-1.1%	2.1	2.5	2.9	1.5%[50 µM]	-4%	0.7	1388	22%	·	·
COc1ccccc1NC(=O)CC1SC(=N)N(c2ccccc2)C1=O (stereo unspecified)	0.76	-0.28	0.59	-0.52	i	15	-0.7%	3.8	0.8	2.1	0.3%	9%	0.33	1372	4%	0.0	1568
COc1ccccc1Nc1nnc(SCC(=O)Nc2nc(-c3ccc(F)cc3)cs2)s1	0.056	-0.073	0.0027	0.49	i	11	-1.8%	5.3	4.1	1.5	-0.2%	1%	0.36	1423	-2%	-0.6	957
Cc1cc(C)n2cc(CSc3nnnn3C)nc2n1	-0.34	-0.15	-0.86	0.36	i	-4	-2.3%	2.5	2.2	5.7	0.3%	-4%	-0.34	1250	0%	·	·
CCCCNC(=S)Nc1ccc2nc3n(c(=O)c2c1)CCCCC3	-0.61	-0.32	-0.78	0.71	i	-4	-2.4%	2.4	1.7	5.9	0.5%	0%	-0.48	1262	-1%	·	·
CCOc1cc(C(=O)CCC(=O)OCC(=O)NC(=O)NCC(C)C)ccc1O	0.86	-0.63	0.69	-1.5	·	·	·	·	·	·	0.0%	16%	0.95	900	17%	0.0	1233
COc1ccc(/C=N/NC(=O)c2cccnc2)cc1CSc1ccccn1	-0.35	-0.26	-0.24	0.5	·	·	·	·	·	·	-0.7%	7%	0.35	911	-1%	65*	512*
COc1ccc(C2=NO[C@@H]3C(=O)N(c4ccc5c(c4)OCCO5)C(=O)[C@H]23)cc1OC	0.38	-0.24	0.57	-0.37	i	1	-1.0%	2.2	2.2	3.4	0.2%	-3%	0.02	1280	-20%	-0.4	1089
O=C(CS(=O)Cc1ccccc1Cl)Nc1ccccc1Cl (stereo unspecified)	0.68	-0.3	0.6	-0.02	i	5	-0.8%	3.7	1.0	6.2	0.6%	-3%	·	·	0%	0.6	1460
CC1CCN(C(c2cc3cc4c(cc3[nH]c2=O)OCO4)c2nnnn2CC2CCCO2)CC1 (stereo unspecified)	-0.15	-0.23	0.017	0.42	i	8	1.2%	5.4	3.8	7.2	3.5%	-4%	-0.2	1066	16%	2.1	1104
CCOC(=O)N1CCN(C(=O)COc2ccc(S(=O)(=O)Nc3ccc(OCC)cc3)cc2)CC1	-0.2	-0.24	0.12	-0.02	i	6	-1.4%	2.1	0.9	10	4.5%	6%	0.26	1746	1%	-1.8	1043
COC(=O)c1ccccc1NC(=O)NCc1cccnc1	0.61	-0.28	0.16	0.71	i	-3	6.1%	2.7	1.5	5.5	0.1%	-3%	0.23	1337	8%	1.3	988
CC(C)(C)c1ccc(/C=C2\Oc3cc(OC(=O)N4CCOCC4)ccc3C2=O)cc1	0.12	-0.27	-0.2	0.079	i	-5	-4.6%	2.4	2.6	4.1	4.4%	-5%	0.07	1227	-5%	1.1	879
COc1ccc(-c2ccc(SCC(=O)NCc3ccco3)nn2)cc1	-0.52	-0.11	-0.044	0.17	i	-6	2.3%	6.3	2.7	7.3	4.8%	-1%	-0.22	1163	-8%	-5.8	864
Cc1nn(C)c(=O)c(N)c1-c1cc(-c2ccc(Cl)c(Cl)c2)n[nH]1	0.014	-0.26	-0.1	0.4	·	·	·	·	·	·	·	0%	-1.9	1004	0%	2.1	1206
C=CCNC(=S)Nc1ccc(N2CCOCC2)c(S(=O)(=O)Nc2ccccc2Cl)c1	-0.69	-0.3	-0.057	0.64	i	11	1.3%	3.5	2.9	6.4	0.1%	9%	-0.65	1291	0%	-0.3	1090
CCOc1cccc(=O)c2c(C)n(Cc3ccco3)c(C)c12	-0.31	0.67	0.19	0.28	i	1	1.0%	4.1	1.1	5.9	0.6%	17%	0.42	1195	4%	-3.6	1036
O=C(NCCN1CCOCC1)/C(=C\c1ccc(Br)cc1)NC(=O)c1cccs1	1.1	-0.18	0.65	-0.57	i	-7	0.5%	3.0	2.2	6.5	0.3%	-8%	0.04	1368	14%	-5.2	691
COc1ccc(CSCC(=O)N/N=C/c2ccc(OCC(=O)NCc3ccco3)cc2)cc1	-0.74	-0.2	0.18	0.76	i	2	-2.5%	3.0	1.4	6.6	-0.3%	4%	0.3	1573	-3%	-0.8	1419
COc1ccc(-c2nn(-c3ccccc3C)cc2CNCCc2cnc[nH]2)cc1F	-0.31	-0.36	-0.098	0.79	i	0	-2.5%	1.0	1.3	0.8	1.4%	20%	·	·	11%	0.1	1571
CCCN1CCC(=O)N([C@H](CSc2ccc(Br)cc2)c2ccccc2)CC1	0.01	-0.75	0.039	-0.47	·	·	·	·	·	·	1.4%	-2%	·	·	6%	0.1	937
CC(NS(=O)(=O)c1ccc(Br)cc1)C(N)=O (stereo unspecified)	0.46	-0.048	0.72	-0.11	i	-7	·	4.5	2.2	6.4	0.7%	2%	-0.12	1257	9%	-1.4	1093
